# MC4R antagonist – human MC4R antagonism in cAMP assay; P32245; actives 0.48% (n = 360,000); MC4R-expressing cells, MTII-stimulated cAMP, LANCE TR-FRET; inhibition, % at 6.5 µM; AID 540295;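 active = inhibition above its plate's cutoff, the mean of tested wells on that plate plus 3 SD, cut at about 29% in these data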;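 note: 0% = Melanotan II alone and 100% = Melanotan II plus saturating MCL0020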
# Target sequence (P32245 whole entry, looked up): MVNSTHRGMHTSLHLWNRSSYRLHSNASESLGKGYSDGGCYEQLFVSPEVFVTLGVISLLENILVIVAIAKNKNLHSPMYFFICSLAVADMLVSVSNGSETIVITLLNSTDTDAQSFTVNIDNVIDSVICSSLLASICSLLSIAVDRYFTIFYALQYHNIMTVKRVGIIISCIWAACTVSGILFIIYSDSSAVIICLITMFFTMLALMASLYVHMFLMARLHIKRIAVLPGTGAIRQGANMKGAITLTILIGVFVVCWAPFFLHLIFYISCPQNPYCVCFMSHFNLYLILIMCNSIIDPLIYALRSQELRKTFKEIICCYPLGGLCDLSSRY
#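 Assay system: human MC4R-expressing U2OS cells; reagent: Melanotan II stimulation of cells; dosing: 6.5 µM single dose; timing: compound 30 min, challenge 1 h, detection 1 h; signal: TR-FRET cAMP assay; replicates: one well per compound, no replicates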
# NOD2 RIPK2 PPI – inhibitors of human NOD2-RIPK2 interaction. O43353. CHO BLA complementation NOD2-RIPK2, CCF4 ratio. inhibition, % at 4.98 µM. actives 0.38% (n = 360,000). AID 624267; in the data active = inhibition above about 21%;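 note: 0% = vehicle only and 100% = reference blocker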
# aDG glyco act – alpha-DG glycosylation activation | Pro5-aDG cells, alpha-DG glycosylation AlphaScreen (IIH6); 0% Pro5, 100% B10-LARGE cell signal | activation, % at 10 µM | actives 0.22% (n = 360,000) | AID 624168;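 active = activation of at least 8% versus controls, or a plate z-score of at least 8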;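 note: Pro5 are CHO cells carrying HIG-tagged alpha-DG that lacks glycosylation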
# Vif inh – blocks HIV Vif function; actives 0.35% (n = 340,000); HEK293T cells, Vif self-association by quenched fluorescence, imaging, 24 h; inhibition, % at 7.49 µM; AID 602346; in the data active = inhibition above about 50%, passing the limit was not always enough; note: some results filed as inactive read as strong as hits
# ABHD5-PLIN5 inh – ABHD5-PLIN5 protein interaction inhibition; Q00G26+Q8WTS1; inhibition, % at 4 µM; Split G. princeps luciferase complementation, luminescence, 4 h; actives 0.78% (n = 360,000);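 active = inhibition above the mean inhibition across every tested compound plus 3 SD, cut at about 22% in these data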;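 note: 0% = DMSO only wells and the 100% control is not disclosed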
# Granule exo inh – lytic granule exocytosis inhibition | TALL-104 LAMP-1 surface exposure, flow cytometry; cells stimulated with thapsigargin and PMA | inhibition, % at 10 µM | actives 0.66% (n = 360,000) | AID 651702;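 active = inhibition above about 55%, limit read from the data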
# N-glyco inh – blocks N-linked glycosylation in D54 reporter cells; D54 ERlucT glycosylation luciferase reporter, 24 h; percent of 100 nM tunicamycin response; reporter increase, % at 12.5 µM; actives 0.23% (n = 360,000); AID 588692;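 active = mean luciferase reporter signal, scaled so untreated is 0 and the glycosylation-blocking control 100, at or above a set limit in every replicate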;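 note: luciferase carries N-glycosylation sites so blocking glycosylation raises the light; 0% = median of neutral control wells and 100% = median of 100 nM tunicamycin wells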
# MC4R barr agon – activates human MC4R beta-arrestin recruitment; U2OS MC4R beta-arrestin complementation, luminescence; percent of melanotan II response, DMSO zero; AID 540308; P32245; activation, % at 8.9 µM; actives 0.98% (n = 360,000);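 active = activation above a per-plate cutoff, the mean activation of sample wells on that plate plus 3 SD, cut at about 8% in these data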
# TLR9-MyD88 block – blocks human TLR9 binding to MyD88; actives 0.21% (n = 340,000); inhibition, % at 4.98 µM; Q9NR96+Q99836; CHO BLA complementation TLR9-MyD88, CCF4 FRET ratio;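 active = inhibition above the mean over all tested compounds plus 3 SD, cut at about 21% in these data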;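 note: 0% = DMSO only wells and 100% = clavulanate BLA inhibitor control wells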
# ABCB6 inh MLPCN – human ABCB6 transporter inhibition; Q9NP58; K562-ABCB6 porphyrin accumulation, flow cytometry, 1 h; hits give low values; fluorescence ratio to DMSO, % at 10 µM; actives 0.19% (n = 360,000); AID 602162;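 active = fluorescence ratio to DMSO below 75%, the collection mean minus 3 SD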;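 note: signal is porphyrin accumulated inside mitochondria; 100% equals median channel fluorescence of DMSO control wells; lower ratio means ABCB6 inhibition with less porphyrin fluorescence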
# An asterisk follows results filed as active; · = no result given. The list is partial; the hit share may differ from the screen's.
(1) FC(F)(F)c1cc(-c2ccco2)nc(NCc2ccc(Cl)cc2)n1
(2) COc1ccc(/C=N/NC(=O)Cc2cc(OC)c(OC)cc2[N+](=O)[O-])cc1
(3) COc1cc(/C=N/NC(=O)CNS(=O)(=O)c2ccc(C)cc2)cc(OC)c1OC
(4) CCOC(=O)C(Cc1ccccc1)NC(=O)Cn1nnc(-c2ccccc2)n1 (configuration not stated)
(5) Cc1cccc(C(=O)/C=C2/c3ccccc3CC(C)(C)N2C)c1
(6) COc1ccc(OCC(=O)Nc2ccccc2C(=O)N2CCOCC2)cc1
(7) Cn1ncc(S(=O)(=O)Cc2ccccc2)c(Cl)c1=O
(8) Cc1cc(NS(=O)(=O)c2ccc(NC(=O)C(C)Oc3ccc(Cl)cc3)cc2)no1 (configuration not stated)

Screen / compound no.	1	2	3	4	5	6	7	8
MC4R antagonist	-3	-9	-9	6	4	2	-2	6
NOD2 RIPK2 PPI	-2	-11	-7	-8	5	1	1	-7
aDG glyco act	0.5	-0.1	0.0	-0.2	0.0	0.0	-0.5	-0.1
Vif inh	5	4	-7	12	-6	2	3	-5
ABHD5-PLIN5 inh	-6	14	3	6	4	-1	1	-2
Granule exo inh	12	-3	-1	1	-1	-1	-7	0
N-glyco inh	-3	-1	1	1	-4	1	1	-1
MC4R barr agon	1.1	0.7	-1.9	-1.1	-1.3	-1.8	-0.7	0.3
TLR9-MyD88 block	-9	0	-2	-1	-18	-14	4	12
ABCB6 inh MLPCN	91	96	97	98	100	97	101	103

(9) COc1ccc(S(=O)(=O)Cc2ccc(C(=O)NCCCN3CCc4ccccc4C3)o2)cc1
(10) CC(C)C[C@H]1CN=C(Nc2ccccc2)N1CC1CCC1
(11) C(=C\c1ccccc1)/C=N/n1cnnc1
(12) CC1CCC(N2CC(=O)N(Cc3ccc4c(c3)OCO4)C(c3ccc(F)cc3)C2=O)CC1 (configuration not stated)
(13) COc1ccc(-c2noc(CCC(=O)N3CCN(c4ccccc4OC)CC3)n2)cc1
(14) Cc1cc(=O)[nH]c(SCCOc2ccc(OC(C)C)cc2)n1
(15) C/C(N)=C(/C#N)C(=O)COC(=O)c1cc2c(s1)CCC(C)C2 (configuration not stated)
(16) CC(=O)c1cccc(NC(=O)CCc2nnc3ccc(N4CCN(C)CC4)nn23)c1

Screen / compound no.	9	10	11	12	13	14	15	16
MC4R antagonist	4	9	-4	14	2	5	4	-5
NOD2 RIPK2 PPI	-9	2	-6	0	-6	0	9	-2
aDG glyco act	0.0	0.0	0.0	0.3	0.4	0.2	0.3	-0.2
Vif inh	5	2	0	-1	·	-4	3	2
ABHD5-PLIN5 inh	3	5	3	-10	7	-1	13	-10
Granule exo inh	-1	7	3	1	-6	1	1	-4
N-glyco inh	-1	0	1	-2	1	-2	2	1
MC4R barr agon	0.6	-2.5	-1.6	0.4	-0.1	1.4	1.4	-3.9
TLR9-MyD88 block	6	-1	4	10	2	6	2	-7
ABCB6 inh MLPCN	102	106	100	103	101	97	95	101

# From no. 6 up to 16, as listed above:
(6) COc1ccc(OCC(=O)Nc2ccccc2C(=O)N2CCOCC2)cc1
(7) Cn1ncc(S(=O)(=O)Cc2ccccc2)c(Cl)c1=O
(8) Cc1cc(NS(=O)(=O)c2ccc(NC(=O)C(C)Oc3ccc(Cl)cc3)cc2)no1 (configuration not stated)
(9) COc1ccc(S(=O)(=O)Cc2ccc(C(=O)NCCCN3CCc4ccccc4C3)o2)cc1
(10) CC(C)C[C@H]1CN=C(Nc2ccccc2)N1CC1CCC1
(11) C(=C\c1ccccc1)/C=N/n1cnnc1
(12) CC1CCC(N2CC(=O)N(Cc3ccc4c(c3)OCO4)C(c3ccc(F)cc3)C2=O)CC1 (configuration not stated)
(13) COc1ccc(-c2noc(CCC(=O)N3CCN(c4ccccc4OC)CC3)n2)cc1
(14) Cc1cc(=O)[nH]c(SCCOc2ccc(OC(C)C)cc2)n1
(15) C/C(N)=C(/C#N)C(=O)COC(=O)c1cc2c(s1)CCC(C)C2 (configuration not stated)

Screen / compound no.	6	7	8	9	10	11	12	13	14	15
MC4R antagonist	2	-2	6	4	9	-4	14	2	5	4
NOD2 RIPK2 PPI	1	1	-7	-9	2	-6	0	-6	0	9
aDG glyco act	0.0	-0.5	-0.1	0.0	0.0	0.0	0.3	0.4	0.2	0.3
Vif inh	2	3	-5	5	2	0	-1	·	-4	3
ABHD5-PLIN5 inh	-1	1	-2	3	5	3	-10	7	-1	13
Granule exo inh	-1	-7	0	-1	7	3	1	-6	1	1
N-glyco inh	1	1	-1	-1	0	1	-2	1	-2	2
MC4R barr agon	-1.8	-0.7	0.3	0.6	-2.5	-1.6	0.4	-0.1	1.4	1.4
TLR9-MyD88 block	-14	4	12	6	-1	4	10	2	6	2
ABCB6 inh MLPCN	97	101	103	102	106	100	103	101	97	95

(16) CC(=O)c1cccc(NC(=O)CCc2nnc3ccc(N4CCN(C)CC4)nn23)c1

Screen / compound no.	16
MC4R antagonist	-5
NOD2 RIPK2 PPI	-2
aDG glyco act	-0.2
Vif inh	2
ABHD5-PLIN5 inh	-10
Granule exo inh	-4
N-glyco inh	1
MC4R barr agon	-3.9
TLR9-MyD88 block	-7
ABCB6 inh MLPCN	101

# Next records follow.
(17) Cc1cc(C)n(/N=C/c2ccc(C(C)C)cc2)c(=O)c1C#N
(18) Cc1sc2nc(CSC(C)C(=O)Nc3ccccn3)[nH]c(=O)c2c1C (configuration not stated)
(19) CCOC(=O)CSc1cc(=O)n(C)c2cc(Cl)ccc12
(20) O=C(NCCOC(=O)c1ccc(Cl)cc1)c1cccnc1
(21) O=C(NC(=O)N1CCCCC1)c1ccc(Cl)cc1
(22) COc1cc(OC)c(NC(=O)c2cncn2-c2ccc(F)cc2)cc1Cl
(23) CCC(C)NC(=O)CCn1c(-c2ccccc2)cc(C(C)=O)c1C (configuration not stated)
(24) Cc1ccc(Cn2c3ccccc3c3cn[nH]c(=O)c32)cc1

Screen / compound no.	17	18	19	20	21	22	23	24
MC4R antagonist	17	0	-2	15	7	7	1	-6
NOD2 RIPK2 PPI	-3	-3	-11	-16	5	-1	-7	-4
aDG glyco act	0.1	-0.3	-0.2	0.0	0.0	0.0	-0.2	1.5
Vif inh	-1	6	8	1	-10	14	0	-14
ABHD5-PLIN5 inh	1	-4	-1	-2	-2	-7	3	-9
Granule exo inh	-3	-5	-1	-1	5	-1	-5	0
N-glyco inh	1	4	2	0	2	2	3	-1
MC4R barr agon	-0.9	-0.5	3.0	2.9	-1.4	1.6	1.6	0.7
TLR9-MyD88 block	11	0	2	-3	-7	-9	0	1
ABCB6 inh MLPCN	92	100	93	99	94	98	101	102

# Along the list, as entered above.
# Compounds 20 to 23 in MC4R antagonist read 15, 7, 7, 1
# Compounds 20 to 23 in ABCB6 inh MLPCN read 99, 94, 98, 101
